Screens (PubChem BioAssay)
EphA4 KYL inhibition – EphA4 ligand-binding antagonists – biochemical, colorimetric, mouse EphA4, primary screen (AID 689); EphA4-AP binding to KYL peptide, pNPP A405; higher % means a stronger effect; one-dose inhibition, % at 10 µM; IC50 in µM for titrated hits; actives 0.1% (n = 62,000); in the data active means a potency from the dose series; inactive means the rest, 99 in 100 with inhibition below about 22%
* marks the source's active call; other numbers are inactive results; & = joins results of further samples.

Compound,EphA4 KYL inhibition
CCC(C)NC(=O)CN1C(=O)CC(C)(C)S(=O)(=O)c2ccccc21 (stereo unspecified),-0.4%
CCN(CC)S(=O)(=O)c1cccc(-c2nnc(SCC#N)n2Cc2ccccc2)c1,-2.0%
Cn1nc(C(=O)N2CCN(S(=O)(=O)c3ccccc3)CC2)c2ccccc2c1=O,8.4%
Cc1cc(COc2ccccc2O)on1,-2.0%
Cc1nc2ccccc2c2oc(C(=O)NCc3ccc4c(c3)OCO4)cc12,5.8%
Cc1ccc(S(=O)(=O)NCc2cn3ccsc3n2)c(C)c1,2.2%
COc1ccccc1C=NN1CCN(Cc2ccc(C)cc2C)CC1,-7.7%
COc1ccccc1-n1c(SCC(=O)Nc2ccccc2F)nc2[nH]ncc2c1=O,-8.4%
COC(=O)CSc1nc2ccc(NC(C)=O)cc2s1,-8.0%
COC(=O)c1ccc(NC(=O)CCS(=O)(=O)c2ccc(Br)s2)cc1,-8.2%
O=C(OCc1ccccc1)Sc1nc2ccccc2[nH]1,-15.3%
CCOc1ccc(-n2c(SCC(N)=O)nc3c([nH]c4ccccc43)c2=O)cc1,-0.9%
CCN(Cc1cc2cccc(C)c2[nH]c1=O)C(=O)c1ccccc1OC,-4.8%
CCOC(=O)c1cc2occc2n1CC(=O)Nc1ccc(OC)cc1OC,-10.6%
COCCCN1C(=O)C(O)=C(C(C)=O)C1c1cccc(F)c1 (stereo unspecified),3.2%
Nc1ccc(-n2ccnc2)cc1,-19.3%
C=CCn1c(SCC(=O)NCc2ccc3c(c2)OCO3)nc2scc(-c3ccccc3)c2c1=O,-12.9%
S=C(NCc1ccco1)Nc1ccc(Cl)c(Cl)c1,4.6%
O=C(O)CCC(=O)Nc1ccc(Cc2ccc(NC(=O)CCC(=O)O)cc2)cc1,4.3%
CCn1nnc(NC(=O)c2ccc(C(C)(C)C)cc2)n1,2.2%
COc1ccccc1NCCC(=O)OCC(=O)Nc1ccc(Cl)cn1,-7.2%
CCCC(C(=O)OCC)P(=O)(c1ccccc1)c1ccccc1 (stereo unspecified),-5.1%
O=c1[nH]c(-c2ccncc2)nc2ccccc12,-0.1%
O=C(CN1CCCC1)NCC12CC3CC(CC(C3)C1)C2,1.5%
CC1CCc2c(C(=O)NCCCN3CCOCC3)csc2C1 (stereo unspecified),6.7%
Cc1nc2cc(CC(=O)O)ccc2o1,-15.5%
COc1ccccc1-n1c(SCC(=O)Nc2cccc3ccccc23)nc(O)cc1=O,-0.8%
Cc1noc(C)c1Cn1nc(C(=O)O)c2ccccc2c1=O,0.7%
Cc1c(NC(=O)c2cc3ccccc3c(=O)s2)c(=O)n(-c2ccccc2)n1C,-13.1%
COc1ccc(-n2c(-c3cccc(C)c3[N+](=O)[O-])n[nH]c2=S)cc1,-6.2%&-16.0%

Next entries follow:
Compound,EphA4 KYL inhibition
CN(C)c1nccc(N(Cc2ccccc2)Cc2ccccc2)c1C#N,-5.3%
CC(C)(C)NC(=O)CSc1n[nH]c(=O)n1-c1ccccc1,7.7%
O=C(Nc1ccc(F)cc1)C1CCN(c2nnnn2-c2ccccc2)CC1,-0.2%
COc1cccc(-c2ccc(=O)n(CC(=O)Nc3cc4c(cc3NC(C)=O)OCCO4)n2)c1,1.6%
CCSc1ncc(Cl)c(C(=O)Nc2sc3c(c2C(=O)NCc2cccnc2)CCCC3)n1,-5.6%
COC(=O)c1cn(NC(=O)c2cccc(OC)c2)c(=O)c2ccccc12,-16.8%
Cc1onc(C(=O)/C=C/N(C)C)c1C(=O)Nc1nccs1,-9.9%
Cn1cccc1C(=O)OCC(=O)Nc1cc(C(C)(C)C)nn1-c1ccccc1,-21.3%
CCC(=O)NC(=S)NNC(=O)c1ccc(OC)cc1,-20.3%
Cc1ccc(S(=O)(=O)NNc2ccccc2)cc1,-4.6%
CCN(CC)S(=O)(=O)c1cccc(C(=O)N[C@H](C(=O)O)C(C)C)c1,-7.0%
Cc1[nH]nc2c1C1(CCOCC1)C(C#N)=C(N)O2,-6.0%
COc1ccc(-c2cc(CCCC(=O)NCCc3ccc(OC)cc3OC)no2)cc1,-4.0%
COc1cc(C(=O)Nc2ccc(S(=O)(=O)Nc3cc(C)on3)cc2)cc(OC)c1OC,-7.3%
CC(C)(/C=N/O)/[N+]([O-])=C/C=[N+](\[O-])C(C)(C)/C=N/O,-4.2%
O=C(Nc1nc(-c2nc3ccccc3s2)cs1)c1ccc(S(=O)(=O)N2CCOCC2)cc1,-12.4%
Cc1ccsc1/C=C/C1=Cc2c(sc(NC(=O)CSc3n[nH]c(N)n3)c2C#N)C(C)(C)C1,3.15µM*
CC(C)CC(NC(=O)C1CCC(C)CC1)C(=O)N1CCN(c2ccccn2)CC1 (stereo unspecified),-8.0%
CCCOc1cccc(C(=O)Nc2ccc(NC(=O)c3ccc(Cl)cc3Cl)cc2)c1,1.1%
Cc1cc(C(=O)NCc2cccs2)no1,-7.0%
CC(C)CN1C(=O)NC(NC(=O)c2ccco2)(C(F)(F)F)C1=O (stereo unspecified),-3.2%
CNC(=O)NC1CCCc2ccccc21 (stereo unspecified),-13.2%
COC(=O)c1ccc2c(c1)S(=O)(=O)NC(=NCc1ccco1)S2,-14.6%
COC(=O)c1ccc(/C=C/C(=O)c2cccs2)cc1,-0.6%
CCOC(=O)c1ccc2c(c1)nc(COc1ccc3ccccc3c1)n2CC,-8.9%
O=C(Nc1ccc2c(c1)OCO2)c1ccc(I)cc1,-3.1%
COc1ccc(C(=O)CSc2nnc(-c3cccs3)n2-c2ccccc2)cc1,-4.8%
Cc1nc2cc(NC(=O)CSc3nc4c(C)cccc4cc3C#N)ccc2s1,-6.3%
Cc1nc(C(F)(F)F)c(C(=O)NC(=O)Nc2ccccc2)s1,16.5%
O=C(O)CCSc1nc2ccc(Br)cc2[nH]1,10.8%

A few values from the list:
COC(=O)c1ccc(/C=C/C(=O)c2cccs2)cc1 | EphA4 KYL inhibition: -0.6%
CCC(=O)NC(=S)NNC(=O)c1ccc(OC)cc1 | EphA4 KYL inhibition: -20.3%

(cont.)
Compound,EphA4 KYL inhibition
O=C1C2CC=CCC2C(=O)N1c1ccc(OCC(O)Cn2nnc3ccccc32)cc1 (stereo unspecified),-10.6%
CCOc1cccc(-c2nnc(SCC(=O)Nc3cc(C)ccc3OC)n2N)c1,-16.3%
CCOC(=O)c1cnc(SC2CC(=O)N(c3ccccc3)C2=O)nc1N (stereo unspecified),-8.2%
CCn1c2ccccc2c2cc(NS(=O)(=O)c3ccccc3C)ccc21,18.6%
CCOC(=O)c1cc2c(C(F)(F)F)cc(-c3ccccc3)nc2o1,-18.1%
Cc1noc(C)c1Cc1c(Cl)cccc1Cl,-7.3%
CN(C)c1ccc(/C=C2\SC(=S)N(Nc3ncc(C(F)(F)F)cc3Cl)C2=O)cc1,40.5%
O=C(O)CN1C(=O)NC2NC(=O)NC21 (stereo unspecified),-2.9%
COc1cc(OC)cc(C(=O)NC(C(=O)NCCN(C)C)C23CC4CC(CC(C4)C2)C3)c1 (stereo unspecified),-3.0%
CC(/C=C/c1ccccc1)=N\Nc1ccc([N+](=O)[O-])cc1[N+](=O)[O-],-0.1%
COc1ccc2nc(NC(=O)CN3CCN(C)CC3)sc2c1,-6.4%
COC(=O)c1ccc(-c2cc(C(=O)O)c3cc4c(cc3n2)OCCO4)cc1,-7.5%
CCOCCCn1c(=N)c(C(=O)NCc2ccc3c(c2)OCO3)cc2c(=O)n3cccc(C)c3nc21,-6.7%
CCN(CC)Cc1c(O)c(Cl)cc2c(C)c(C)c(=O)oc12,8.9%
Cc1cc(C)n(-c2ccn(Cc3ccc(Cl)cc3Cl)c(=O)n2)n1,-12.2%
O=C(NC(=O)c1ccccc1)OCC(F)(F)F,-7.5%
O=C(N/N=C/c1ccsc1)c1cc(O)cc(O)c1,-8.3%
COc1ccc(OC)c(NC(=O)C(=O)N/N=C/c2ccccc2[N+](=O)[O-])c1,-9.6%
CCOC(=O)COc1ccc(S(=O)(=O)c2ccc(OCC(=O)OCC)cc2)cc1,-5.1%
CCN(CC)C(=O)CSc1nnc(-c2cccnc2)n1CCc1ccccc1,-16.0%
Cc1nc(NCCCO)c(C#N)c2c1COC(C)(C)C2,7.7%
O=C(OC(C(=O)NC1CCCC1)c1ccc(F)cc1)c1ccno1 (stereo unspecified),-4.0%
C=CCc1cccc(/C=N/n2c(C)nnc2C)c1O,-6.7%
O=C1NC2(CCCc3ccccc32)C(=O)N1Cc1nnc(-c2ccccc2Br)o1 (stereo unspecified),-8.5%
CNC(=O)c1c(NC(=O)c2nc3ccccc3s2)sc2c1CCC2,-18.6%
O=C(NCCN1CCc2ccccc2C1)C1CCN(S(=O)(=O)N2CCC3(CC2)OCCO3)CC1,-6.8%
Cc1ccc(NC(=O)c2ocnc2C)cc1Cl,4.3%
O=C(c1ccc(CS(=O)(=O)c2ccc(Br)cc2)o1)N1CCOCC1,-1.0%
COc1cccc(-n2c(SCC(N)=O)nnc2-c2c[nH]c3ccccc23)c1,1.3%
CCOC(=O)C(C)c1ccc2cc(OC)ccc2c1 (stereo unspecified),-7.8%

Following part:
Compound,EphA4 KYL inhibition
COc1ccc2[nH]c3nc(SCc4nnc(-c5ccccc5)o4)nnc3c2c1,-13.3%
COc1ccc(C2=CC(c3c(C)nn(-c4ccccc4)c3Cl)n3nnnc3N2)cc1OC (stereo unspecified),16.0%
COc1c(Cl)cc(C(=O)Nc2ccc(-c3nc4cc(C)ccc4o3)cc2)cc1Cl,4.0%
CCOC(=O)C1=C(CSc2nc(CC)c(C)cc2C#N)OC(N)=C(C#N)C1c1ccccc1 (stereo unspecified),1.8%
O=C(c1ccco1)N1CCN(S(=O)(=O)c2ccc(S(=O)(=O)NC3CC3)cc2)CC1,-11.3%
CC1(C(=O)NC23CC4CC(CC(C4)C2)C3)CC1(Cl)Cl (stereo unspecified),1.8%
CCCOC(=O)c1ccc(Cl)c(NC(=O)c2ccc(-c3ccccc3)cc2)c1,4.5%
CCOn1c(=O)c(C)[n+]([O-])c2ccccc21,-3.8%
CCc1c(C)nc2ncnn2c1N1CCC(C(=O)Nc2ccccc2)CC1,-12.0%
COc1ccc(C2=N/C(=C/c3ccccc3OC)C(=O)N2c2ccccc2)cc1,-3.8%
CN(C)CCCN1C(=O)C(=O)/C(=C(/O)c2ccc(OCc3ccccc3)cc2)C1c1cccnc1 (stereo unspecified),-1.8%
O=C(c1ccc2nc3ccc(Cl)cc3c(=O)n2c1)N1CCOCC1,5.3%
CCCCCn1c(N2CCC(C(N)=O)CC2)nc2c1c(=O)[nH]c(=O)n2C,-22.2%
COc1cc(C2C(C(=O)c3cccs3)=C(O)C(=O)N2Cc2ccco2)cc(OC)c1OC (stereo unspecified),0.1%
COc1cccc(NC(=O)C2CCCN(S(=O)(=O)c3cccc4nsnc34)C2)c1 (stereo unspecified),-9.9%
CC(Sc1nc(NCc2ccccc2)nc(N(C)C)n1)C(=O)Nc1ccccc1 (stereo unspecified),3.9%
COc1ccccc1CNC(=O)c1oc2ccc(S(=O)(=O)N3CCCC3)cc2c1C,2.1%
Cc1ccc(NC(=O)C[n+]2ccccc2)cc1[N+](=O)[O-],-2.7%
CCOc1ccc(C2C(C#N)=C(N)SC(N)=C2C#N)cc1OC,38.4%
Cc1cccc(C)c1NC(=O)N1CCC(c2nc3ccccc3o2)CC1,4.4%
CCC1CCCCN1CCNC(=O)C1CCN(S(=O)(=O)c2c(C)noc2C)CC1 (stereo unspecified),0.3%
CN1CCN(C2=C(Cl)C(=O)N(c3ccc(Cl)cc3)C2=O)CC1,0.5%
COC(=O)c1ccccc1NC(=O)Cn1c(SC)nc2ccccc21,-14.5%
CCOC(=O)N1CCN(c2c(NCCc3ccc(OC)c(OC)c3)c(=O)c2=O)CC1,-7.6%
COc1ccc(C2C(C(C)=O)=C(O)C(=O)N2c2nc3ccccc3s2)c(OC)c1 (stereo unspecified),-12.9%
COc1cc(C(=O)N2CCCc3ccccc32)c([N+](=O)[O-])cc1OC,9.9%
Cc1ccc(P(=O)(CO)c2ccc(C)cc2)cc1,-4.7%
CNC(=O)/C=C/c1ccc2c(c1)OCO2,6.1%
CCOC(=O)c1[nH]c(C)c(C(=O)O)c1C,-21.9%
Cc1cc(C)cc(N(C(=O)CNC(=O)c2ccco2)C(C(=O)NC2CCCC2)c2cccnc2)c1 (stereo unspecified),-13.7%

Next section; it opens with the 6 that closed the last part.
Compound,EphA4 KYL inhibition
COc1ccc(C2C(C(C)=O)=C(O)C(=O)N2c2nc3ccccc3s2)c(OC)c1 (stereo unspecified),-12.9%
COc1cc(C(=O)N2CCCc3ccccc32)c([N+](=O)[O-])cc1OC,9.9%
Cc1ccc(P(=O)(CO)c2ccc(C)cc2)cc1,-4.7%
CNC(=O)/C=C/c1ccc2c(c1)OCO2,6.1%
CCOC(=O)c1[nH]c(C)c(C(=O)O)c1C,-21.9%
Cc1cc(C)cc(N(C(=O)CNC(=O)c2ccco2)C(C(=O)NC2CCCC2)c2cccnc2)c1 (stereo unspecified),-13.7%
N#CCCS(=O)(=O)c1nnnn1-c1ccccc1,-9.0%
Cc1ccc(NC(=O)CCc2c(C)nc3ncnn3c2C)nc1,-12.1%
Cc1ccc(Cl)cc1NC(=O)CSc1nc2ccccc2s1,-14.4%
C=CCN=c1sc(C(=O)OC)cc(=O)n1CC=C,-12.4%
O=C(Cn1c(=O)oc2cc(S(=O)(=O)N3CCOCC3)ccc21)N1CCc2ccccc2C1,-16.4%
CCOc1ccccc1/C=C(/NC(=O)c1ccccc1)C(=O)N1CCOCC1,-20.7%

These rows are one share of the data; count on the stated rates, not on these rows.
